PLAP act – activates human placental alkaline phosphatase | activation fold at 20 µM | 96,000 tested, 1.2% active | purified PLAP enzyme, luminescent substrate read-out; stronger effect = higher value | AID 696; in the data active = activation fold above about 2
ERb coact inh – blocks coactivator binding to human estrogen receptor beta. Q92731. TR-FRET ER-beta LBD / SRC1-Cy5 peptide binding; receptor agonist-loaded with 1 µM estradiol. inhibition, % at 25.6 µM. 86,000 tested, 1.3% active. AID 633;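 active = compounds whose percent inhibition of the receptor-coactivator binding signal exceeds about 50% in the single-dose screen, limit read from the data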;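 also: 0% = receptor plus peptide wells without compound and 100% = peptide-only wells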
CD11b adhes enh – increases human CD11b/CD18 adhesion to fibrinogen. 93,000 tested, 0.07% active. K562 CD11b/CD18 adhesion to fibrinogen, ATPlite luminescence. activation, % at 10 µM. AID 1499. P05107+P11215;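 active = 10 µM primary screen giving 50% or more activity, confirmed by 40% or more on retest at that dose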; also: strong numbers were not always called active; reference of the scale not given here
Target sequence (P05107 whole entry, looked up, other chains not shown): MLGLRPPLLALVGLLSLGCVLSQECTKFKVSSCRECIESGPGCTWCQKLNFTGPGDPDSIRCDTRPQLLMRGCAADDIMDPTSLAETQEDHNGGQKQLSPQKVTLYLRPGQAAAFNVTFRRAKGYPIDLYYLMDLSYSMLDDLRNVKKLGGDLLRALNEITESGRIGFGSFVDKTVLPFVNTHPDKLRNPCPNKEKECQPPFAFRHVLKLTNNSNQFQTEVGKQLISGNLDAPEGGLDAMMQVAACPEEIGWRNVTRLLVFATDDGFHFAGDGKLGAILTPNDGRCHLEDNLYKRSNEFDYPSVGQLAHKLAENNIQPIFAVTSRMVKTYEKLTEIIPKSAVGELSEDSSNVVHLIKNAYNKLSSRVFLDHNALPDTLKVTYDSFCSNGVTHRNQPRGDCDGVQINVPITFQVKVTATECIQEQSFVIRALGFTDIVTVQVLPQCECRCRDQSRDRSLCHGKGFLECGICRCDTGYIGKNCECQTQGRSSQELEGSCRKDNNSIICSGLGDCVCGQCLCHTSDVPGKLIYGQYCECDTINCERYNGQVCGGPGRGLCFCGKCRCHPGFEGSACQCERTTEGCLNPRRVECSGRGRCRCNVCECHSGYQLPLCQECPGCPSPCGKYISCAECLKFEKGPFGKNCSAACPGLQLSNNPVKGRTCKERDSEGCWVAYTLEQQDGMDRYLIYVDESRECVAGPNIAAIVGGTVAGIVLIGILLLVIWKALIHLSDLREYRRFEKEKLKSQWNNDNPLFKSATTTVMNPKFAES
ERa SRC1 inh – blocks coactivator binding to human estrogen receptor alpha; 86,000 tested, 1.7% active; inhibition, % at 25.6 µM; P03372; TR-FRET ER-alpha LBD / SRC-1 peptide, estradiol-bound; AID 629; in the data active = inhibition above about 50%;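 also: 0% = receptor plus peptide control and 100% = peptide only without receptor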
Ecoli WT expand – growth inhibitors of E. coli BW25113 wild type. OD600 absorbance. growth inhibition, % at 100 µM. 98,000 tested, 0.15% active. AID 710;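 active = growth inhibition above about 50% at one test dose, limit read from the data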;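 also: growth measured after 20 h incubation at 37 °C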
FAK inh – inhibitors of human focal adhesion kinase; AID 727; 97,000 tested, 0.84% active; inhibition, %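 (tested at 7 µM)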; biochemical FAK kinase activity assay; Q05397; in the data active = inhibition above about 19%;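 also: 0% = DMSO and 100% = reference compound high control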
ERa SRC1 pot – ER-alpha (human) coactivator binding potentiation | P03372 | coactivator binding (% of control), % at 25.6 µM | TR-FRET ERalpha-LBD/SRC-Cy5 coactivator binding, 2 h; 100 = basal binding, no effect | 86,000 tested, 1.3% active; in the data active = activity above about 200%;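 also: binding measured in presence of low estradiol as agonist stimulus; 0% = peptide alone without receptor and 100% = receptor with peptide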
MT1-MMP txn act – activates MT1-MMP transcription; HT1080 MT1-MMP promoter luciferase reporter, luminescence, overnight; stronger effect = higher value; activation factor at 10 µM; 86,000 tested, 0.16% active; AID 750;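 active = activation factor of at least 2 for MT1-MMP transcription at 10 µM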
CD11b adhes inh – CD11b/CD18-fibrinogen binding inhibition | P05107+P11215 | K562 CD11b/CD18 adhesion to fibrinogen, ATPlite luminescence; Mn2+ added to activate the integrin | inhibition, % at 10 µM | 93,000 tested, 0.54% active;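 active = primary inhibition of 50% or more at 10 µM, then 40% or more on retest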; also: some results filed as inactive read as strong as hits
The depositor's hits bear a star; / = no result given; [ ] = dose if it differs, or a comment.

Value order: PLAP act	ERb coact inh	CD11b adhes enh	ERa SRC1 inh	Ecoli WT expand	FAK inh	ERa SRC1 pot	MT1-MMP txn act	CD11b adhes inh
> O=C(c1ccc(COc2ccccc2Br)o1)N1CCCCCC1
    1.1	12	2	16	-5	3	101	1.2	-4
> COc1cccc(NC(=O)c2ccc(NC(C)=O)cc2)c1
    1	-5	-1	5	-15	0	105	1.4	4
> COC(=O)c1ccc2c(c1)N(C)C(=O)CS2
    0.9	0	0	7	2	-1	118	1.2	-6
> COc1ccc2[nH]c(=O)c(CN(Cc3ccc4c(c3)OCO4)C(C)=O)cc2c1
    0.8	-16	-4	-37	-2	3	97	1.1	4
> O=C(c1cnn2c1NC(c1ccc(Br)cc1)CC2C(F)(F)F)N1CCN2CCCC2C1 (stereo unspecified)
    1.5	-5	1	-6	8	5	105	1.2	6
> O=C(Nc1ccccn1)NC1CCCCC1
    1	5	-3	-6	3	1	91	1	1
> CC1(C)Oc2ccc3ccc(=O)oc3c2C(N2CCCCC2)C1O (stereo unspecified)
    1.2	24	4	2	6	2	156	1.2	-15
> O=C(Cn1sc2ccccc2c1=O)NC12CC3CC(CC(C3)C1)C2
    0.8	/	1	/	2	-1	/	/	42
> CCOc1ccc(N(CC(=O)NCc2ccccc2)S(=O)(=O)c2c(C)noc2C)cc1
    0.8	-13	0	-7	1	-1	128	1	-18
> CCOC(=O)/C(C#N)=C1/SC(CC)C(=O)N1c1ccc(C)cc1 (stereo unspecified)
    1.4	14[fluorescence artefact?]	-5	-7	-3	0	113	1.1	-28
> CCOCc1cnc(C)nc1NCC(=O)c1c(C)[nH]c2cc(C)ccc12
    1	/	0	/	-2	-3	/	/	2
> COc1ccc(CNC(=O)C2CCN(S(=O)(=O)N3CCOCC3)CC2)cc1
    1	-1	/	-11	0	-1	122	1.1	/
> O=C(NCCOc1ccccc1)c1ccccc1
    1	8	-4	2	6	0	92	0.9	-3
> CC(=O)C1=C(O)C(=O)N(c2cccnc2)C1c1ccc(Cl)cc1 (stereo unspecified)
    1	-2	4	-4	-3	2	106	1.2	-4
> Cc1ccc(/C=C/C(=O)C2C(=O)c3ccccc3C2=O)cc1
    1.2	/	-12	/	-7	-6	/	/	95*
> COc1ccc2c(C)cc(N3CCN(c4ccc(F)cc4)CC3)nc2c1
    0.9	3	11	-10	-8	0	109	1.2	7
> O=C(Cn1cc(C(=O)c2ccco2)c2ccccc21)Nc1ccccc1
    1.3	-2	-4	-1	1	3	120	/	12
> COc1cc(CN(C)Cc2ccccc2)cc(OC)c1O
    1.5	/	-10	/	-3	0	/	/	87*
> CC(C)(C)c1ccc(Oc2cccc(C3CC(=O)C(C4NCCc5ccccc54)C(=O)C3n3cncn3)c2)cc1 (stereo unspecified)
    1.6	-1	0	0	7	1	79	1	11
> Cc1cccc(CN(C)CCc2ccccn2)c1
    1.1	-2	3	-10	7	-3	96[fluorescence artefact?]	1.1	2
> COc1ccc(C2C(C(=O)c3sc(C)nc3C)=C(O)C(=O)N2CCN2CCOCC2)cc1 (stereo unspecified)
    /	-2[fluorescence artefact?]	/	-11	/	-4	114	1.1	/
> Cc1c(-c2nn(C)c(=O)c3ccccc23)oc2ccc(F)cc2c1=O
    1.4	-1	-6	-8	5	-3	114	1.2	2
> CCOc1ncccc1C(=O)OCC(=O)N1CCN(S(=O)(=O)c2ccccc2)CC1
    1.3	13	2	-5	2	-2	113	1.1	1
> O=C(CCC1CCCCC1)Nc1cccnc1
    0.9	-12	-3	-3	6	0	96	0.9	-36
> CCN(CC)C(=O)CSc1nnc(-c2ccccc2)n1-c1ccccc1
    1.1	-6	3	11	3	-10	113	1.1	-8
> CCN(CC)S(=O)(=O)c1ccc2oc(Nc3ccc4c(c3)OCCO4)nc2c1
    0.9	0[fluorescence artefact?]	-4	7[fluorescence artefact?]	-6	1	88	1.4	6
> Cc1cccc(OCC(O)CN2C(C)(C)CC(O)CC2(C)C)c1 (stereo unspecified)
    1.3	-12[fluorescence artefact?]	3	1	1	1	115	1.1	12
> CCN(Cc1ccccc1)C(=O)Cn1cc2c(n1)CCCC2
    1.2	4	1	-2	1	/	117	1	4
> Cc1cc(C)c2[nH]c(=O)c(=O)[nH]c2c1
    /	-2	/	0	-2	-5	108	1	/
> COc1ccc(N2C(=O)C(Cl)=C(N3CCN(Cc4ccccc4)CC3)C2=O)cc1
    0.9	-8	/	4	-20	0	77	1.1	/
> CC(=O)c1cccc(N(CC(=O)N2CCOCC2)S(C)(=O)=O)c1
    1	-15	1	1	-4	0	101	1.2	-11
> O=C(NCc1cccnc1)c1cc(-c2ccccc2)on1
    1.2	3	-4	-6	12	0	124[fluorescence artefact?]	1.2	-16
> O=C(NCCc1ccccc1)c1noc2c1CCc1ccccc1-2
    1.1	-18	-7	-22	-3	-2	107	1.2	-3
> CCc1cc(-c2n[nH]c(C)c2Oc2ccc(C(C)C)cc2)c(O)cc1O
    1.9	0	-1	-4	17	-1	70	1.2	22
> COC(=O)c1ccc(-c2nc3cc(Cl)c(N)cc3s2)cc1
    1.1	/	14	/	-1	0	/	/	80
> CN(C(=O)CSc1nc(C2CC2)nc2ccccc12)c1nc(-c2ccccc2)cs1
    0.9	/	11	/	-8	10	/	/	-2
> CCN(CC)CCNC(=O)c1c(O)c2cccc3c2n(c1=O)CCC3
    1.7	10	-6	12[fluorescence artefact?]	-4	/	92[fluorescence artefact?]	1.3	7
> COc1ccc(-c2noc(COc3ccc4c(c3)OCO4)n2)cc1
    1.2	13	-5	10	-14	0	113	0.9	-11
> CN(C)c1ccc(C=Nc2ccccc2)cc1
    1	3	/	-4	4	-6	104	1.2	/
> Cc1cccc(NC(=O)CSc2nnc(-c3ccccc3)n2N)c1C
    0.9	-6	-2	-7	-10	-2	112	1.5	-10

Entries of single compounds from above:
O=C(CCC1CCCCC1)Nc1cccnc1 in the list: PLAP act = 0.9; ERb coact inh = -12; CD11b adhes enh = -3; ERa SRC1 inh = -3; Ecoli WT expand = 6; FAK inh = 0; ERa SRC1 pot = 96; MT1-MMP txn act = 0.9; CD11b adhes inh = -36
CN(C(=O)CSc1nc(C2CC2)nc2ccccc12)c1nc(-c2ccccc2)cs1 in the list: PLAP act = 0.9; ERb coact inh = /; CD11b adhes enh = 11; ERa SRC1 inh = /; Ecoli WT expand = -8; FAK inh = 10; ERa SRC1 pot = /; MT1-MMP txn act = /; CD11b adhes inh = -2
Cc1cccc(OCC(O)CN2C(C)(C)CC(O)CC2(C)C)c1 (stereo unspecified) in the list: PLAP act = 1.3; ERb coact inh = -12[fluorescence artefact?]; CD11b adhes enh = 3; ERa SRC1 inh = 1; Ecoli WT expand = 1; FAK inh = 1; ERa SRC1 pot = 115; MT1-MMP txn act = 1.1; CD11b adhes inh = 12

The list goes on:
Value order: PLAP act	ERb coact inh	CD11b adhes enh	ERa SRC1 inh	Ecoli WT expand	FAK inh	ERa SRC1 pot	MT1-MMP txn act	CD11b adhes inh
> COc1ccc(OC)c(NC(=O)C2CCCN2C(=O)C2CCC(C)CC2)c1 (stereo unspecified)
    1.4	10	1	91*[fluorescence artefact?]	6	-1	97[fluorescence artefact?]	1.1	1
> Cc1nn(C)c(C)c1NC(=O)Nc1cccc(C(F)(F)F)c1
    0.9	/	-3	/	4	-3	/	/	0
> COC(=O)c1[nH]c2ccc(F)cc2c1NC(=O)CCN1CCN(C(=O)c2ccco2)CC1
    1.7	9	-5	-5	-8	2	113	1.2	6
> COc1ccc2[nH]c(=O)c(CN(C(=O)c3cccnc3)c3ccc(C)cc3)cc2c1
    1	0	-2	0	0	-4	97	1	-8
> CC(C)(C)c1ccc(C(=O)NNc2cc(N3CCCCC3)nc(N3CCCCC3)n2)cc1
    1.3	/	-2	/	-4	4	/	/	10
> Cc1cccc(C)c1Nc1nc2ccccc2o1
    1	-6	2	-5	9	/	111	1	-3
> O=c1[nH]c2cccnc2n1Cc1ccccc1
    1.2	1	5	-1	7	0	102	0.9	-7
> O=C(CCn1c(=O)[nH]c2ccsc2c1=O)N1CCc2ccccc2C1
    1.1	-11	0	-7	0	/	98	1	16
> Cc1nc2c(C)cccn2c1C(=O)c1ccccc1
    0.9	-5	-1	-10	3	-1	102	/	-1
> CC1(C)OC(=O)C(=CNc2ncccn2)C(=O)O1
    1.1	-1	6	-5	-4	3	111	1.2	-10
> CCCCCCC(=O)Nc1c2c(nc3ccccc13)N(C)CC2
    1.2	13[fluorescence artefact?]	-5	16[fluorescence artefact?]	1	-1	119[fluorescence artefact?]	/	-7
> CS(=O)(=O)N1CCN(Cc2ccccc2C(F)(F)F)CC1
    1.4	-2	1	-10	1	-2	102	1.1	1
> C=CC(C)n1c(Br)nc2c1c(=O)[nH]c(=O)n2C (stereo unspecified)
    1.3	-14	-1	2	-7	-9	105	1	3
> Cc1cc(C(F)F)n2ncc(C(=O)NCCc3ccc(Cl)cc3)c2n1
    1.2	-2[fluorescence artefact?]	-3	9[fluorescence artefact?]	7	0	100	1	19
> CCOC(=O)c1ccc2c(c1)nc(SCC(=O)N1CCCCC1)n2CC
    1.6	1	3	17[fluorescence artefact?]	3	5	90	1	6
> O=C(Nc1ccc(F)cc1)c1cccnc1N1CCOCC1
    /	-7[fluorescence artefact?]	/	25	4	0	95	1.1	/
> O=C1c2oc3ccccc3c(=O)c2C(c2ccccn2)N1Cc1ccccc1 (stereo unspecified)
    0.9	1	4	20	-5	1	100	1.1	-5
> CC(C)C(=O)N(c1cc2sc(=O)oc2c2ccccc12)S(=O)(=O)c1cccs1
    1.2	17	-5	4	-3	-4	99	1.1	52
> CC(=O)Nc1ccc(S(=O)(=O)N2CCN(c3ccccn3)CC2)cc1
    0.9	-9	0	4	-1	0	71	1.1	1
> Cc1cc(C)c(C#N)c(SCC(=O)c2ccc(Cl)cc2Cl)n1
    1	-1	/	-4	-3	-4	113	1	/
> CCNc1nc(NC(C)C)nc(N(C#N)C(C)C(=O)N(C)C)n1 (stereo unspecified)
    /	-2	/	-4	9	4	129[fluorescence artefact?]	1.2	/
> COCC(=O)N(Cc1cc2cc(OC)ccc2[nH]c1=O)c1ccc(C)cc1
    1.5	-6	-2	-6	5	1	111	1.1	-8
> COc1ccc(OC)c(S(=O)(=O)n2cccn2)c1
    0.9	-12	3	-9	1	0	126	1.2	-9
> CC1CC(N(C(=O)c2ccco2)c2ccccc2)c2ccccc2N1 (stereo unspecified)
    1.1	4[fluorescence artefact?]	4	7[fluorescence artefact?]	1	-3	92	1.2	-10
> COc1ccc(CCNC(=O)Cc2cc(=O)[nH]c(=O)[nH]2)cc1OC
    0.9	-8	1	7[fluorescence artefact?]	1	-2	118	1.1	2
> C[C@H](Nc1ncnc2sc3c(c12)CCC3)C(=O)O
    0.9	-8	/	-5	-3	1	100	1.1	/
> Cc1cccc(-c2nnc(SCc3nc4ccccc4[nH]3)n2Cc2ccco2)c1
    1.6	-2	-2	3	0	5	110	1.1	13
> Cc1ccc(Nc2nc(CSc3nnnn3-c3ccccc3)cc(=O)[nH]2)cc1
    1.6	31	29	67*[fluorescence artefact?]	1	3	121	1.1	30
> CCCCn1c(-c2ccccc2)cnc1SCC(=O)NCCc1ccc(OC)c(OC)c1
    1.9	/	-4	/	-16	0	/	/	-6
> CCC(C)N1CCCCC1C(=O)Nc1c(C)cc(C)cc1C (stereo unspecified)
    /	-19	/	-15	/	1	115	1.2	/
> Cc1ccc(C(=O)COC(=O)c2ccccc2N2C(=O)C3C4CCC(C4)C3C2=O)cc1C (stereo unspecified)
    0.8	/	4	/	-4	2	/	/	-4
> COc1cccc(NC(=O)c2ccccc2-c2nc(-c3cccc(C)c3)no2)c1
    1.3	-6[fluorescence artefact?]	-3	7[fluorescence artefact?]	-25	0	114	1.6	-3
> CCOC(=O)c1ccc(NC(=O)CSc2nnc(COc3ccccc3OC)n2CC)cc1
    0.8	17	0	10	-1	0	85	1.2	-1
